Bioassay records as filed in PubChem.
SV40 large T antigen – SV40 large T antigen inhibitors, biochemical (AID 1903). SV40 large T antigen ATPase/helicase inhibition assay; higher % means a stronger effect. 0.39% of 310,000 active. inhibition, % at 20 µM; hits with a dose series show IC50 in µM; in the data active means a potency from the dose series; inconclusive means inhibition mostly from about 32% at the one dose, without a potency; inactive means the rest, 99 in 100 with inhibition below about 32%; further: strong numbers were not always called active
Rac1 GTP hydrolysis – MgcRacGAP GTPase-activating activity inhibitors, confirmation, biochemical, ADP Hunter fluorescence. MgcRacGAP-stimulated Rac1 GTP hydrolysis, ADP Hunter fluorescence; higher % means a stronger effect; GST-tagged Rac1 F28L mutant substrate. 0.6% of 340,000 active. one-dose inhibition, % at 30 µM; IC50 in µM for titrated hits;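 active means first-screen hits whose inhibition reached a set limit at any dose in the follow-up dose series; inconclusive means inhibition above the set first-screen limit but never retested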;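 further: fluorescence reports GDP produced by GAP-driven GTP hydrolysis; strong numbers were not always called active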
* marks the source's active call; other numbers are inactive results; ? = inconclusive. The list is partial. The share of hits here may be higher or lower than overall.

Preview:
SMILES | SV40 large T antigen | Rac1 GTP hydrolysis
COC(=O)C1CCN(C(=O)CN2C(=O)c3ccccc3S2(=O)=O)CC1 | 21% | 1%
CCn1cc(C(=O)Nn2cnnc2)c(=O)c2ccc(C)nc21 | -6% | 6%
Cc1sc2ncnc(N3CCC(C(=O)NNC(=O)c4ccc(F)cc4)CC3)c2c1C | 16% | 4%
COc1ccc(S(=O)(=O)Nc2cccc(-c3ccc4nncn4n3)c2)c(OC)c1 | 12% | 1%
O=C(NCCS(=O)(=O)N1CCN(c2ccccc2)CC1)c1ccc(Br)o1 | 27% | -3%

The list itself (from the top)
SMILES | SV40 large T antigen | Rac1 GTP hydrolysis
COC(=O)C1CCN(C(=O)CN2C(=O)c3ccccc3S2(=O)=O)CC1 | 21% | 1%
CCn1cc(C(=O)Nn2cnnc2)c(=O)c2ccc(C)nc21 | -6% | 6%
Cc1sc2ncnc(N3CCC(C(=O)NNC(=O)c4ccc(F)cc4)CC3)c2c1C | 16% | 4%
COc1ccc(S(=O)(=O)Nc2cccc(-c3ccc4nncn4n3)c2)c(OC)c1 | 12% | 1%
O=C(NCCS(=O)(=O)N1CCN(c2ccccc2)CC1)c1ccc(Br)o1 | 27% | -3%
Cc1ccc2nc(-c3ccccc3)cc(C(=O)N3CC(C)OC(C)C3)c2c1 (centres undefined) | 4% | 1%
O=C(NCCc1ccccc1)[C@@H]1CC=C[C@@H]2CCN(Cc3ccc(Cl)c(Cl)c3)C(=O)[C@@H]21 | 5% | 7%
Cc1ccc(S(=O)(=O)N2CCCC2CNC(=O)C(=O)Nc2ccc(F)cc2)cc1 (centres undefined) | 3% | -6%
O=C(NCCS(=O)(=O)NCC1CCCO1)c1ccccc1 (centres undefined) | 2% | -3%
O=C(CC1CCCC1)NCCS(=O)(=O)N1CCN(c2ccccc2F)CC1 | 21% | 3%
OCOCCCn1c(C2CCCN2c2nc(-c3ccc(F)cc3)cs2)nc2cc(Cl)c(N3CCCCC3)cc21 (centres undefined) | 13% | 5%
Cn1c(=O)c(-c2cccc(Cl)c2)c(O)c2ccccc21 | 13% | 6%
COc1ccc(NC(=O)CSc2nc(=O)n(CCN3CCOCC3)c3c2CCCC3)c(OC)c1 | 7% | 7%
c1ccc(-c2cncn2-c2ccccc2)cc1 | 12% | 7%
CCC1(c2ccccc2)NC(=O)N(CC(=O)N(CC(=O)Nc2ccccc2C(F)(F)F)Cc2ccco2)C1=O (centres undefined) | 16% | 2%
Cc1cc(C)c(NC(=O)CNC(=O)CSc2nnc(N)s2)c(C)c1 | 10% | 16%
CCN(c1ccccc1)S(=O)(=O)c1ccc(Oc2ccc([N+](=O)[O-])cc2)nc1 | 10% | 4%
CCOC(=O)C1=C(COC(=O)c2cc(OC)c(OC)c(OC)c2)NC(=O)NC1C (centres undefined) | 14% | 5%
O=C1OC(CCl)CN1Cc1c(Cl)cccc1Cl (centres undefined) | 19% | 7%
CCc1cc(=O)[nH]c(SCC(=O)NCC2CCCO2)n1 (centres undefined) | 10% | 2%
CCn1c2ccccc2c2cc(NC(=O)COC(=O)c3ccc(NC(=O)CC#N)cc3)ccc21 | 17% | 4%
C=CCNC(=O)c1ccc2c(c1)S(=O)(=O)c1ccccc1C2=O | 18% | 11%
Cc1ccc2nc(NC(=O)CSc3nc(=O)n(CCN(C)C)c4c3CCCC4)sc2c1 | 15% | 10%
CCCCC1=CC2=CC(=O)C(C)(OC(=O)CC)C(=O)C2=CN1c1cccc(C#N)c1 (centres undefined) | 35% | -1%
Cc1ccc(NC(=O)CSCC(=O)NCc2ccco2)cc1 | 23% | 8%
Cc1cccc(NC(=O)C2CC(=O)N(Cc3ccccc3)C2)n1 (centres undefined) | 12% | 3%
COc1ccc(-c2nnc(NC(=O)CS(=O)(=O)c3ccc(F)cc3)o2)cc1 | 7% | 6%
COc1cnn(-c2cccc(Cl)c2)c(=O)c1Cl | 6% | 2%
N#Cc1ccccc1S(=O)(=O)N1CCN(C(=O)C2CCC2)CC1 | 3% | 5%
CCC1Nc2ncnc(N3CCN(c4ccccc4)CC3)c2N(Cc2ccc(Br)cc2)C1=O (centres undefined) | 11% | 12%

An excerpt of these results, with two lines to a compound:
Results follow in this order: SV40 large T antigen, Rac1 GTP hydrolysis
> Cc1ccc(S(=O)(=O)N2CCCC2CNC(=O)C(=O)Nc2ccc(F)cc2)cc1 (centres undefined)
  3%, -6%
> O=C(NCCS(=O)(=O)NCC1CCCO1)c1ccccc1 (centres undefined)
  2%, -3%
> O=C(CC1CCCC1)NCCS(=O)(=O)N1CCN(c2ccccc2F)CC1
  21%, 3%
> OCOCCCn1c(C2CCCN2c2nc(-c3ccc(F)cc3)cs2)nc2cc(Cl)c(N3CCCCC3)cc21 (centres undefined)
  13%, 5%
> Cn1c(=O)c(-c2cccc(Cl)c2)c(O)c2ccccc21
  13%, 6%
> COc1ccc(NC(=O)CSc2nc(=O)n(CCN3CCOCC3)c3c2CCCC3)c(OC)c1
  7%, 7%

Continuation:
SMILES | SV40 large T antigen | Rac1 GTP hydrolysis
Cc1cccc(OCC(=O)Nc2cc(Cl)ccc2-n2cncn2)c1C | 14% | 8%
Cc1ccc(CNC(=O)c2ccc3c(c2)S(=O)(=O)c2ccccc2C3=O)o1 | 16% | 2%
Cc1cccn2c(=O)c3cc(C(=O)NCc4ccco4)c(=N)n(CCOCCO)c3nc12 | 13% | 11%
Cc1ccc(NC(=O)CSc2nnc(Cc3csc(C)n3)o2)c(C)c1 | -1% | 7%
O=C(c1cc(S(=O)(=O)N2CCN(c3ccccc3)CC2)ccc1Cl)N1CCCCCCC1 | 19% | 12%
CCCc1nc2c(s1)CCc1onc(-c3ccc(Br)cc3)c1-2 | 14% | -4%
O=C(Nc1ccc(C(=O)N2CCC(N3CCOCC3)CC2)cc1)c1ccc(Br)o1 | 3% | 2%
COc1ccc(C(CNS(=O)(=O)c2ccc(C)cc2)N2CCN(C)CC2)cc1 (centres undefined) | 26% | -3%
COC(=O)/C(=C\c1c(OC)cc(OC)cc1OC)C(=O)c1ccc2c(c1)OCO2 | 15% | 6%
Cn1c(=O)c2c(nc(Cl)n2CC(=O)NC2(C#N)CCCCC2)n(C)c1=O | 8% | 4%
COc1ccc(CCC(=O)Nc2cc3c4c(c2)CCC(=O)N4CCC3)cc1 | 10% | 11%
Cc1ccnc(NC(=O)CNC(=O)c2ccccc2)c1 | 13% | 3%
CC(OC(=O)CN1C(=O)NC2(CCCC2)C1=O)C(=O)c1ccccc1 (centres undefined) | 3% | 2%
COc1ccccc1NS(=O)(=O)c1cccc(C(=O)NCC(c2ccco2)N2CCCCC2)c1 (centres undefined) | 8% | 6%
CCOC(=O)[C@@H]1[C@H]2COc3cc(OC)ccc3[C@@H]2N2C(=O)N(c3ccc(C)cc3)C(=O)[C@]12C | 10% | 7%
CCCNC(=O)c1onc(CSc2ccc(Cl)cc2)c1C(=O)NCC1CC1 | 13% | 8%
CCN(CC(=O)NCc1cccs1)C(=O)c1ccc(OC)c(S(=O)(=O)N2CCOCC2)c1 | 3% | 0%
COc1cc(OC)cc(C(=O)NCCCCc2ccccc2)c1 | 17% | 4%
N#CC1(NC(=O)CSc2nc3ncc(Cl)cc3[nH]2)CCCCC1 | 16% | 10%
CCCn1c(C)cc(/C=C(\C#N)C(=O)OCC(=O)N(C)c2c(N)n(Cc3ccccc3)c(=O)[nH]c2=O)c1C | 10% | 5%
COc1ccc(NS(=O)(=O)c2cc(C(=O)N3CCN(C/C=C/c4ccccc4)CC3)ccc2C)cc1 | 13% | 6%
Cc1cccc(NC(=O)CN2C(=O)NC(C)(c3ccc4ccccc4c3)C2=O)n1 (centres undefined) | 3% | 3%
C=CCN1CCc2c(cc(O)c(O)c2Br)[C@@H](c2ccccc2)C1 | 31% | 5%
COc1ccc(-c2noc3c2-c2nc(-c4ccccc4)sc2CC3)cc1 | 20% | 7%
CC(CNC(=O)c1ccccc1[N+](=O)[O-])NC(=O)c1ccccc1[N+](=O)[O-] (centres undefined) | 9% | 16%
Cc1cc(SCC(=O)OCC(=O)N(C)C2CCS(=O)(=O)C2)c(C)cc1Br (centres undefined) | 6% | 5%
O=C(CCCOc1ccc(Br)cc1)NNC(=O)c1ccncc1 | 26% | 4%
O=C(Nc1cc(F)ccc1F)c1ccc(-n2cncn2)c([N+](=O)[O-])c1 | 19% | -6%
COCCNC(=O)c1cc(-c2ccccc2)nn1CC1CC(c2cccnc2)=NO1 (centres undefined) | 14% | 5%
Cc1ccc(OCC(=O)NNC(=O)C2CC(=O)N(c3ccc4c(c3)OCCO4)C2)cc1 (centres undefined) | 9% | 7%
CC(OC(=O)Cc1c[nH]c2ccccc12)C(=O)Nc1ccccc1[N+](=O)[O-] (centres undefined) | 11% | 7%
COc1ccc(NS(=O)(=O)c2cccc(C(=O)NCC3CCCO3)c2)cc1 (centres undefined) | 23% | 7%
COCCn1c(C)cc(C(=O)COC(=O)c2ccc(Cl)c(S(N)(=O)=O)c2)c1C | 1% | -4%
COc1ccc(-c2csc(NCCc3nc4cc(C(=O)NCCCO)ccc4n3Cc3ccc(C)cc3)n2)cc1 | 22% | 9%
O=C(COC(=O)c1cc(Cl)ccc1O)c1ccc2c(c1)OCO2 | 3% | 3%
COc1ccc(CCC(=O)OCC(=O)Nc2ccc3[nH]c(=O)[nH]c3c2)cc1 | 10% | 8%
COc1ccc(N2CCN(C(=O)COC(=O)/C=C/c3ccc(OC(F)F)cc3)CC2)cc1 | 1% | -2%
COc1cc(/C=C(\C#N)C(=O)c2ccc(O)c(O)c2)cc(I)c1O | 7.2µM* | ?
Cc1c(C(=O)NC2CC(=O)N(c3ccc4c(c3)OCCO4)C2)cccc1[N+](=O)[O-] (centres undefined) | 0% | 10%
COc1ccc(NS(=O)(=O)c2cccc(C(=O)NNC(=O)c3ccc(Br)o3)c2)cc1 | 20% | 9%
C=C1CCN([C@@H](Cc2ccccc2)C(=O)NCCC(C)C)S(=O)(=O)c2ccccc21 | 9% | 3%
Clc1ccc(-c2cc(-c3ccccc3)on2)cc1 | 4% | 3%
CCS(=O)(=O)N1CCC2(CC1)OCCN2S(=O)(=O)c1ccc(C)cc1 | 11% | 1%
CCN1C(=O)[C@H]2[C@@H](c3ccc(-c4ccccc4)cc3)N[C@@](CC(C)C)(C(=O)OC)[C@H]2C1=O | 4% | 9%
O=C(N/N=C1\CCCc2c1[nH]c1ccc(Cl)cc21)c1ccncc1 | 7% | -1%

Sorted by molar mass (low to high): 3 of the compounds above.
SMILES | SV40 large T antigen | Rac1 GTP hydrolysis
N#Cc1ccccc1S(=O)(=O)N1CCN(C(=O)C2CCC2)CC1 | 3% | 5%
COc1ccc(CCC(=O)Nc2cc3c4c(c2)CCC(=O)N4CCC3)cc1 | 10% | 11%
O=C(NCCc1ccccc1)[C@@H]1CC=C[C@@H]2CCN(Cc3ccc(Cl)c(Cl)c3)C(=O)[C@@H]21 | 5% | 7%

Following part:
SMILES | SV40 large T antigen | Rac1 GTP hydrolysis
O=C(COC(=O)C1CCN(S(=O)(=O)c2ccc(Cl)c(C(F)(F)F)c2)CC1)NCc1ccco1 | 22% | 6%
CCCOc1ccc(C(=O)N(CC(C)C)c2c(N)n(Cc3ccccc3)c(=O)[nH]c2=O)cc1 | 9% | -2%
CCOc1ccc(CCNC(=O)CN(C)S(=O)(=O)c2cccs2)cc1OCC | 0% | 5%
CC1=CC(c2ccc(Cl)cc2)n2ncnc2N1 (centres undefined) | 20% | 8%
CCO[C@@H]1OC(C(=O)O)=C[C@H](c2ccccc2)[C@H]1CCCO | 3% | 9%
CCOc1cc(C(=O)Nc2ccc(C)cc2O)ccc1OCC(=O)N1CCOCC1 | 23% | 8%
Cc1ccc(/C=N/NC(=O)C2COc3ccccc3O2)s1 (centres undefined) | 14% | 12%
N#Cc1cccc(C(=O)OCC(=O)c2ccc3c(c2)NC(=O)CO3)c1 | 6% | 8%
CC(=O)OCCN1C(=O)c2ccc(-c3nc4ccccc4c(=O)o3)cc2C1=O | 13% | 4%
C[C@H]1CN=C(N(C)C)N1CCCC1CCCC1 | 15% | 8%
COc1ccc(C(=O)N[C@H](C(=O)OCc2nc3ccsc3c(=O)[nH]2)C(C)C)cc1 | 13% | 1%
CC(=O)Nc1ccc(NC(=O)CSc2n[nH]c(-c3cccs3)n2)cc1 | 20% | 8%
CC(=O)N(C)c1ccc(N2CCOCC2)c2c1C(=O)c1ccccc1C2=O | 6% | -3%
COCCn1c(SC(C)C(=O)NCC2CCCO2)nc2scc(-c3ccc(F)cc3)c2c1=O (centres undefined) | 9% | 8%
CN(C)C(CNC(=O)CCNC(=O)c1ccc(Cl)cc1)c1ccco1 (centres undefined) | 26% | 10%
O=C(NCCN1C(=O)S/C(=C\c2ccccc2Cl)C1=O)C1=COCCO1 | 2% | 4%
O=C(O)c1ccccc1C(=O)Nc1ccc(S(=O)(=O)Nc2nccs2)cc1 | 13% | 3%
COc1cccc(NC(=O)CN(C)C(=O)c2cc(-c3ccco3)nc3ccccc23)c1 | 21% | 6%
c1ccc(-c2ccc3c(n2)CCCO3)cc1 | 21% | 6%
Cc1c(C(=O)N2CCC(C(N)=O)CC2)oc2ccc(Br)cc12 | 25% | 4%
Cc1ccc(S(=O)(=O)N2CC(C(=O)O)=CC[C@H]2c2ccc(Cl)cc2)cc1 | 22% | 2%
O=C(CSc1ccccn1)Nc1ccc2c(c1)CCC2 | 11% | 6%
CCCCOC(=O)c1ccc(NC(=O)c2ccc(F)cc2F)cc1 | 12% | 8%
